ERp5 inh – ERp5 (human) disulfide isomerase inhibition. Q15084. ERp5 insulin aggregation, absorbance 650 nm, 90 min. inhibition, % at 9.99 µM. 0.05% of 350,000 active;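 active = mean replicate inhibition above about 25%, with every replicate also reaching it, limit read from the data, passing the limit was not always enough; inconclusive = only one of those two criteria met; inactive = neither criterion met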
Target sequence (Q15084 whole entry, looked up): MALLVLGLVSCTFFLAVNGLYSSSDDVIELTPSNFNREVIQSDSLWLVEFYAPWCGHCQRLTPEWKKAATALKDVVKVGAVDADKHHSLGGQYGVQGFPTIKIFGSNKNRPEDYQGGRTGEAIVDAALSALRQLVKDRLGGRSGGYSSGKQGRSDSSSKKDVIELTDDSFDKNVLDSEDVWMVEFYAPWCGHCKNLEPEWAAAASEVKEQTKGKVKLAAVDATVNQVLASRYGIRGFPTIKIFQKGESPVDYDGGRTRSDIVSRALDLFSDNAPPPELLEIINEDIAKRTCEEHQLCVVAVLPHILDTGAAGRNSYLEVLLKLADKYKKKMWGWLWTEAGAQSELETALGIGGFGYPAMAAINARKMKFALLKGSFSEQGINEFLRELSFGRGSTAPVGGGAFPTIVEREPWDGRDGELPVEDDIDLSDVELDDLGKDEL
E-sel inducer – induces E-selectin expression in human endothelial cells; AID 686992; HUVEC E-selectin immunofluorescence imaging; normalized: neutral wells 0, TNF-alpha wells 100; 0.37% of 260,000 active; activation, % at 7.58 µM; P16581;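 active = mean E-selectin-positive cell signal at least 10% of the positive control, reached in at least 60% of replicates, without over 20% cell loss; inconclusive = no rule given, readout overlaps actives, possibly toxicity-flagged; inactive = the rest, including those meeting only one limit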;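 note: in these data hits start at about 27%; measured in HUVEC primary endothelial cells; signal is the percent of cells scored E-selectin positive by PE staining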
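Assay system: HUVEC primary endothelial cells. Input: 3,000 HUVEC seeded per well. Doses: one compound dose added by pin transfer. Read-out basis: % PE-positive cells. Benchmarks: TNF-alpha high, DMSO low. Detection: immunofluorescence imaging. Buffer or medium: EGM-2, gelatin.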
esBAF inh – blocks esBAF chromatin remodeling in mouse ES cells; Bmi1-luciferase knock-in reporter, 24 h; 100% = twice the neutral-well signal; reporter increase, % at 12.5 µM; 2% of 350,000 active; in the data active = activation above about 40%; inconclusive = no clear call, values can overlap the other calls;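 note: 0% = median of the plate's neutral control wells and 100% = double that signal; a rise in the Bmi1 reporter signal indicates esBAF inhibition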
CASP6 VEID inh – blocks human caspase-6 cleavage activity. P55212. purified caspase-6, Z-VEID-R110 cleavage fluorescence. inhibition, % at 12.5 µM. 0.53% of 350,000 active;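 active = mean inhibition across replicates at least about 35%, with every replicate also reaching that limit, limit read from the data; inconclusive = only one of the two criteria met; inactive = neither criterion met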;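 note: 0% = median of neutral control wells and 100% = no fluorescence left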
RAD54 branch – inhibitors of human RAD54 branch migration; Q92698; RAD54 Holliday junction branch migration, FAM/BHQ fluorescence; inhibition, % at 10.4 µM; 0.14% of 360,000 active; AID 602329;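 active = mean normalized replicate activity at least 40 and at least half of replicates scoring 40 or more; inconclusive = only one of the two criteria met; inactive = mean below 40 and under half of replicates reaching 40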;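 note: 0% = median of neutral control wells and 100% = median of positive control wells; inhibitors cause a drop in the FAM fluorescence signal; in these data hits start at about 50%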
RAD52 inh – inhibitors of human RAD52 DNA annealing; recombinant RAD52 DNA annealing, FRET fluorescence; inhibition, % at 18.7 µM; 0.46% of 360,000 active; AID 651710;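 active = every replicate showing at least 50% inhibition; inconclusive = mean inhibition at least 50% but not in every replicate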
Target sequence (P43351 whole entry, looked up): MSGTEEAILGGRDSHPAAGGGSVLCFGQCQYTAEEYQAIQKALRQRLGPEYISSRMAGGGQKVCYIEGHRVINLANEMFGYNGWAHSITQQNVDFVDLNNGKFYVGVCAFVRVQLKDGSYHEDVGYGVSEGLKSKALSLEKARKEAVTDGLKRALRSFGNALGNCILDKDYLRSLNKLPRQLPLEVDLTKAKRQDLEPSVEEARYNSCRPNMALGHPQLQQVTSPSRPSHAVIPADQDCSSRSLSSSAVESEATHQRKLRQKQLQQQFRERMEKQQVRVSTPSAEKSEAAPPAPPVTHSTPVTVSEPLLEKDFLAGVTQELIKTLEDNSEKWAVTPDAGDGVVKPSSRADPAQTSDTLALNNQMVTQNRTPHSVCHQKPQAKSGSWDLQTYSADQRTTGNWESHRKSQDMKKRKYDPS
PglD inh – PglD (C. jejuni) enzyme inhibition; purified PglD enzyme, DTNB colorimetric CoA detection; inhibition, % at 12.5 µM; 0.098% of 360,000 active; in the data active = inhibition above about 16%, passing the limit was not always enough; inconclusive = no clear call, values can overlap the other calls; note: strong numbers were not always called active
ARNT TACC3 PPI – disrupts binding between human ARNT and TACC3; 0.66% of 390,000 active; AID 623870; AlphaScreen His-ARNT PAS-B/GST-TACC3 binding, luminescence; TACC3 fragment carries E629A point mutation; inhibition, % at 9.99 µM; Q9Y6A5;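 active = mean inhibition of replicates at least 50% and at least half of replicates each reaching 50%; inconclusive = half or more replicates reach 50% but mean below 50%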;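 note: 0% = complete ARNT plus TACC3 wells and 100% = ARNT alone without TACC3; many hits fall short of the cut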
Starred values were filed as active, the others as inactive; u = inconclusive; x = not tested or not shown; & = joins results of further samples. An unsorted share of the library (roughly 3.2% active in at least one column).

SMILES	ERp5 inh	E-sel inducer	esBAF inh	CASP6 VEID inh	RAD54 branch	RAD52 inh	PglD inh	ARNT TACC3 PPI
CCC(=O)N1CC(=O)N2[C@H](CO)[C@H](c3ccc(C#Cc4cccc(F)c4)cc3)[C@@H]2C1	-14.7	0.0	x	3.8	x	-1.0	x	x
COc1ccc(N(CC(=O)Nc2cccc(N(C)S(C)(=O)=O)c2)S(C)(=O)=O)cc1OC	7.8	x	-4.5	1.3	2.3	4.5	-12.1	-27.8
Cc1ccc(NC(=O)C(c2ccccc2)N2CCN(CC(=O)N3CCOCC3)CC2)cc1Cl (centres undefined)	-1.5	x	1.2	46.7*	-5.4	-5.0	3.1	-8.8
CC1(C)O[C@@H]2[C@H](O1)[C@@H](CO)O[C@H]2n1cnc2c(N)ncnc21	5.8	-0.4	4.4	1.1	-7.4	-13.1	-1.8	-4.1
C[C@@H]1CN([C@@H](C)CO)C(=O)Cc2cc(NS(=O)(=O)c3ccccc3)ccc2O[C@H]1CN(C)S(=O)(=O)c1ccc(Cl)cc1	x	-0.6	-3.3	x	-2.5	x	1.0	1.0
C[C@H](CO)N1C[C@H](C)[C@@H](CN(C)C(=O)Nc2ccc3c(c2)OCO3)Oc2c(NC(=O)c3ccncc3)cccc2C1=O	-7.8&2.7	-6.4&0.1	2.1&-2.2	-0.7&0.7	11.2&-9.9	-6.3&-6.6	3.5&-3.1	-9.6&-1.2
CSc1ccc(Cl)c(C(=O)Nc2cc(S(=O)(=O)N3CCOCC3)ccc2N2CCOCC2)c1	-0.3	-0.2	0.3	2.4	-1.2	-31.8	-2.4	-2.6
O=C(c1cc([N+](=O)[O-])ccc1Cl)N1CCN(c2ccccn2)CC1	4.9	x	4.6	0.5	-3.5	-3.7	10.1	x
Cc1ccc(-c2nnc(-c3cccs3)o2)cc1	-4.4	0.5	x	-0.2	x	-7.5	x	-9.4
O=C(CS(=O)(=O)c1cn(Cc2ccc(Cl)cc2)c2ccccc12)N1CCCCC1	3.7	0.1	-5.4	-2.7	-1.4	-3.4	0.9	-3.9
CO[C@H]1CN(C)C(=O)c2ccc(NC(=O)c3ccc(F)cc3)cc2OC[C@@H](C)NC[C@H]1C	3.3	-0.1	0.0	0.9	-4.6	-7.0	-4.3	-4.4
COCC(=O)Nc1ccc(N2CCOCC2)c(S(=O)(=O)Nc2ccccc2OC)c1	3.8	x	-4.1	8.4	-3.2	-6.7	1.3	3.5
Cc1ccc(Oc2nc3ccccn3c(=O)c2/C=C(\C#N)C(=O)NC2CCS(=O)(=O)C2)c(C)c1 (centres undefined)	-1.3	x	0.9	0.5	-8.1	-72.0	-7.7	0.7
COC(=O)c1ccccc1NC(=O)COc1ccc(S(=O)(=O)N2CCCC2)cc1C	0.4	x	-3.7	2.2	6.9	7.5	-0.5	-3.7
O=C(C[C@H]1C[C@H]2c3cc(NC(=O)C4CCOCC4)ccc3O[C@H]2[C@H](CO)O1)NCc1ccc2c(c1)OCO2	4.9	0.2	-1.0	-0.7	-15.3	-2.5	-4.4	-4.7
Cn1nc(SCC(=O)O)sc1=S	x	x	5.4	x	-0.5	x	0.6	7.4
O=C(NNS(=O)(=O)c1ccc(Cl)cc1Cl)c1cc2ncc(C(F)(F)F)cc2s1	0.5	-0.3	13.0	2.9	3.7	-4.9	-0.9	-3.0
C[C@@H](NC(=O)C[C@@H]1C=C[C@H](NC(=O)Nc2ccc3c(c2)OCO3)[C@@H](CO)O1)c1ccccc1	0.0	-0.4	1.1	2.7	4.1	1.2	-7.5	-4.0
Oc1cccc(Nc2nc(-c3ccccc3)nc3ccccc23)c1	2.5	0.5	-3.3	3.8	17.7	-2.2	3.1	-5.8
O=C(C1CCC(=O)N(C2CC2)C1)N1CCC(Oc2ccccc2F)CC1 (centres undefined)	3.5	-0.8	-1.5	-1.8	-1.8	-1.4	-6.0	0.0
CCc1ccccc1N(C1=NCCCS1)S(=O)(=O)c1ccc(C(C)(C)C)cc1	1.7	4.6	x	-1.8	7.5	-16.6	-10.5	0.3
O=C(Cn1cnc2ccccc21)OCC(=O)N1CCCc2ccccc21	-1.2	x	4.3	1.8	-3.1	-13.4	-1.0	x
CCc1ccc(NC(=O)NCc2ccc3c(c2)OCO3)cc1	-3.6	-0.2	7.0	0.1	-4.9	-4.1	-0.2	-10.8
CNC[C@H]1Oc2ccc(NS(=O)(=O)c3cn(C)cn3)cc2CC(=O)N([C@@H](C)CO)C[C@@H]1C	-2.8	-0.1	-2.3	0.2	2.4	-3.4	4.6	x
CC(C)Oc1ccc(Cc2n[nH]c(=S)n2Cc2ccccc2)cc1Cl	4.5	1.2	-2.8	1.7	3.8	-12.6	-2.1	-2.2
C=CCNC(=S)NC(=O)c1ccc(C)c(Br)c1	-1.6	0.4	x	2.3	x	-19.1	x	-1.9
C#CCOCCOCCOCCNc1nc(N2CCN(C(=O)[C@H](CCC(=O)O)n3cc([C@@H](N)CCCCN)nn3)CC2)nc(N2CCN(C(=O)[C@H](CCCCN)n3cc([C@@H](N)CC(N)=O)nn3)CC2)n1	-17.6	-0.1	1.8	-190.0	-18.0	-121.9	1.4	50.9*
CCCNC(=O)N(C)C[C@H]1Oc2ncc(C3=CCCC3)cc2C(=O)N([C@H](C)CO)C[C@H]1C	-1.7	-0.1	0.2	1.8	7.1	0.0	-5.0	3.0
Cc1ccc(S(=O)(=O)N(C)C[C@H]2OCCCC[C@H](C)Oc3ccc(NC(=O)Nc4ccccc4)cc3C(=O)N([C@@H](C)CO)C[C@@H]2C)cc1	2.3	x	-5.5	0.0	3.1	-5.2	-1.8	4.2
CCOC(=O)N1CCN(C(=O)C(C)c2ccc([N+](=O)[O-])cc2)CC1 (centres undefined)	-2.0	x	-9.9	-1.2	7.0	-5.7	-3.1	-5.8
O=C(N/N=C/c1cn(Cc2ccccc2)c2ccccc12)c1cc(O)cc(O)c1	2.2	-0.2	2.7	52.8*	2.0	-24.0	-4.7	33.2
COc1cccc(NC(=O)CSc2nnc3cc(C)nc(N)n23)c1	2.2	u	x	-1.9	x	-1.4	x	-0.1
Cn1c(SCC(=O)NCC2CCCO2)ncc(C(=O)Nc2ccc(F)cc2)c1=O (centres undefined)	7.0	x	x	-3.5	-3.1	-3.4	0.7	19.7
COc1ccc(/C=C2/SC(=O)N(CCNC(=O)C3CC(=O)N(Cc4ccccc4)C3)C2=O)cc1 (centres undefined)	2.6	-0.1	34.9	2.2	2.1	-94.7	-1.4	x
O=C(c1cc(COc2ccc(F)cc2Cl)on1)N(CCO)Cc1cccs1	x	x	16.0	3.3	4.0	-3.8	5.5	-0.6
Clc1ccc(-c2noc3c2-c2nc(Cc4cccc5ccccc45)sc2CC3)cc1	3.7	-0.2	-9.5	-1.1	0.9	-7.9	-0.8	-4.0
CN1CCN(C(=O)c2cc(S(=O)(=O)Nc3ccccc3F)c(Cl)cc2Cl)CC1	4.2	-0.2	0.9	-1.9	-1.5	-13.1	1.0	-6.9
O=C(C[C@H]1C[C@H]2c3cc(NS(=O)(=O)c4ccccc4)ccc3O[C@H]2[C@H](CO)O1)N1CCOCC1	2.2	-0.1	4.7	-0.9	-2.0	7.0	-0.2	1.5
COc1ccc(CN(CC(O)COc2cccc3[nH]cc(C)c23)C(C)(C)C)cc1 (centres undefined)	-2.1	1.1	-1.2	0.8	2.3	-4.2	-5.0	7.9
CCN(CC)CCn1c(NCc2ccc3c(c2)OCO3)nc2ccccc21	1.7	3.7	-2.3	0.0	6.5	-9.0	-2.7	1.5

Molecules shown so far with a thiophene ring, fused or not (three):
SMILES	ERp5 inh	E-sel inducer	esBAF inh	CASP6 VEID inh	RAD54 branch	RAD52 inh	PglD inh	ARNT TACC3 PPI
Cc1ccc(-c2nnc(-c3cccs3)o2)cc1	-4.4	0.5	x	-0.2	x	-7.5	x	-9.4
O=C(NNS(=O)(=O)c1ccc(Cl)cc1Cl)c1cc2ncc(C(F)(F)F)cc2s1	0.5	-0.3	13.0	2.9	3.7	-4.9	-0.9	-3.0
O=C(c1cc(COc2ccc(F)cc2Cl)on1)N(CCO)Cc1cccs1	x	x	16.0	3.3	4.0	-3.8	5.5	-0.6

Profiles as entered above:
Shown for CCOC(=O)N1CCN(C(=O)C(C)c2ccc([N+](=O)[O-])cc2)CC1 (centres undefined) = ERp5 inh: -2.0; E-sel inducer: x; esBAF inh: -9.9; CASP6 VEID inh: -1.2; RAD54 branch: 7.0; RAD52 inh: -5.7; PglD inh: -3.1; ARNT TACC3 PPI: -5.8
Shown for CCc1ccc(NC(=O)NCc2ccc3c(c2)OCO3)cc1 = ERp5 inh: -3.6; E-sel inducer: -0.2; esBAF inh: 7.0; CASP6 VEID inh: 0.1; RAD54 branch: -4.9; RAD52 inh: -4.1; PglD inh: -0.2; ARNT TACC3 PPI: -10.8

Additional results follow:
SMILES	ERp5 inh	E-sel inducer	esBAF inh	CASP6 VEID inh	RAD54 branch	RAD52 inh	PglD inh	ARNT TACC3 PPI
CCOc1ccc(NC(=O)CN2C(=O)COc3ccc(S(=O)(=O)N4CCCC4)cc32)cc1	x	10.2	3.4	2.3	-8.9	-4.8	-1.8	0.4
COc1ccc(S(=O)(=O)Nc2ccc3c(c2)C(=O)N([C@@H](C)CO)C[C@H](C)[C@H](CN(C)C(=O)CCCN(C)C)OCCCC[C@H](C)O3)cc1	-0.2	0.3	-1.6	-26.2	-13.0	18.3	-2.4	-0.1
CC1(C(=O)NS(C)(=O)=O)CCN1C(=O)Cc1ccc(Cl)cc1Cl (centres undefined)	-3.6	-0.1	-3.2	-3.2	-4.4	4.9	3.3	x
CC(C)CNC(=O)c1cccc2c(-c3cccc(C(N)=O)c3)coc12	4.8	0.2	28.4	3.0	14.0	-7.6	10.1	x
COC(=O)[C@@]12C[C@@H](CC(=O)NCc3cccc4ccccc34)C(=O)N(Cc3ccccc3)C1=CCC(C)(C)C2	4.4	-0.2	x	3.9	x	-19.9	x	x
CCC(=O)N1CCc2cc(S(=O)(=O)NCCC(=O)NCc3ccccc3OC)ccc21	-1.8	x	-6.0	-0.7	3.1	-7.3	4.9	-2.2
CCCNC(=O)N(C)C[C@H]1Oc2ncc(C#CCC3CCCC3)cc2C(=O)N([C@@H](C)CO)C[C@H]1C	-2.3	0.3	1.6	-3.0	-0.9	6.5	3.8	-8.0
C=CCN(CC=C)C(=O)CN1C(=O)NC(Cc2c[nH]c3ccccc23)C1=O (centres undefined)	-0.1	0.0	x	4.6	x	-8.0	x	x
COc1ccc(C(=O)NCC(=O)OCC(=O)Nc2cccc(S(=O)(=O)N3CCCC3)c2)cc1	-4.1	x	4.9	-0.8	5.3	-17.4	-4.9	2.3
Cc1noc(C)c1NC(=O)Nc1ccc2c(c1)C(=O)N([C@H](C)CO)C[C@H](C)[C@H](CN(C)CC1CC1)OCCCC[C@@H](C)O2	6.3	0.0	4.1	-0.7	-0.1	-2.4	-15.9	-4.1
CCS(=O)(=O)N1[C@H](C#N)[C@@H](c2ccc(C#CCC3CCCC3)cc2)[C@@H]1CO	-0.2	0.2	-1.1	-0.1	-9.4	-8.8	-0.9	3.7
CCn1c(CN2CCN(C(c3ccccc3)c3ccccc3)CC2)nc2c1c(=O)n(C)c(=O)n2C	x	x	-9.9	x	-8.8	x	-1.2	10.9
